Source: PubChem BioAssay (National Center for Advancing Translational Sciences (NCATS))
TDP1 cell noCPT = qHTS for Inhibitors of human tyrosyl-DNA phosphodiesterase 1 (TDP1): qHTS in cells in absence of CPT; AID 686978, 2013; Potency, µM (series often up to 46.2 µM), inactives show at the highest dose activity change, negative = growth inhibition, most hits filed as inhibitors; hit rate 15% among 420,000; DT40 Tdp1-/- hTDP1 cells, no CPT, ATP luminescence, 48 h; also: nearly all actives have a fitted effect of over 55% in size
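Chicken DT40 Tdp1-/- cells complemented with human TDP1, screened without camptothecin (DMSO vehicle only), 400 cells/well. Compounds pin-transferred, cells incubated at 37 °C for at least 48 hr. Growth read as ATP-dependent luminescence (CellTiter-Glo, 30 min at RT).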
DT40 TDP1 CPT = qHTS for Inhibitors of human tyrosyl-DNA phosphodiesterase 1 (TDP1): qHTS in cells in presence of CPT. chicken DT40 Tdp1-/-;hTDP1 cells + 20 nM CPT, ATP luminescence, 48 h. Potency, µM (titrated, usually from 46.2 µM), without a hit: at the highest dose activity change, negative = growth inhibition, most hits filed as inhibitors. hit rate 12% among 420,000. AID 686979, 2013; also: nearly all actives have a fitted effect of over 55% in size
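Chicken DT40 Tdp1-/- cells stably complemented with human TDP1 were seeded at 400 cells/well in medium containing 20 nM camptothecin, exposed to pin-transferred compounds, and grown at 37 °C for at least 48 hr. Viability was read as ATP luminescence.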
GCN5L2 inh = qHTS Assay for Inhibitors of GCN5L2; hit rate 0.21% among 390,000; Histone acetyltransferase KAT2A (Homo sapiens), Q92830; Potency, µM (series often up to 58.9 µM), for the others: at the highest dose activity change, negative = inhibition, most hits filed as inhibitors; GCN5L2 HAT assay, ThioGlo1 CoA-SH fluorescence
Target sequence (Q92830 whole entry, looked up): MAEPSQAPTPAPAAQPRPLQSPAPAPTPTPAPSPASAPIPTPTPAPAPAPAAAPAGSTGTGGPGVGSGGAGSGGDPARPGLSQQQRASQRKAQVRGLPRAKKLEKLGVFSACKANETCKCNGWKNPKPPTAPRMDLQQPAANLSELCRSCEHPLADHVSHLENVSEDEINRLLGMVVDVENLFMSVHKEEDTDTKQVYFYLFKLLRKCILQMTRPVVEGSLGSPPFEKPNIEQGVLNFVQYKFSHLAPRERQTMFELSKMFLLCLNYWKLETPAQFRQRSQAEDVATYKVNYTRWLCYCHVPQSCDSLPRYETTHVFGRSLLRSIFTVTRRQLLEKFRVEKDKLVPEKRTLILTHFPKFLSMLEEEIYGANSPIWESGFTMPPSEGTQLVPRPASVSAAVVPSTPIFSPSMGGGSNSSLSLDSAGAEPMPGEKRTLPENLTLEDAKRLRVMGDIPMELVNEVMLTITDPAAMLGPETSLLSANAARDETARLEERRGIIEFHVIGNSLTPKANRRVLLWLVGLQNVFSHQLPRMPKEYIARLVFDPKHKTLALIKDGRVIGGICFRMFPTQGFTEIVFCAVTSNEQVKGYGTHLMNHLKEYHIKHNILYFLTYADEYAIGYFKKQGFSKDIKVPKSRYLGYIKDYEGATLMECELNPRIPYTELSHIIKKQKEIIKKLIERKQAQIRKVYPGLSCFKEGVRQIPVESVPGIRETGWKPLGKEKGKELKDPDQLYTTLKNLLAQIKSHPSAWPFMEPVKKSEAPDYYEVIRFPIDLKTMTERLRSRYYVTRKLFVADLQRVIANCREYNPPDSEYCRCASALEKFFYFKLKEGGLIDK
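Fluorescence readout, Ex340nm/Em540nm: ThioGlo1 (50uM final) reacts with free CoA thiol released as 20nM GCN5L2 acetylates H3(1-25) peptide (75uM) using acetyl-CoA (70uM). Compound and enzyme sat 15 min beforehand; 20 min room-temperature reaction.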
* = called active by the depositor; ? = inconclusive; / = not tested or not shown. Calls follow the shape of the dose curve; as a rule, active = well fitted curve in the direction sought with a large enough effect; inconclusive = small, poorly fitted or top-dose-only effect, or another doubt; inactive = no such curve, though single readings can be large; an effect the other way counts as inactive or inconclusive. % is scaled to controls: 0 for no effect and ±100 for the full control effect; potency is read from the fitted curve at half-maximal effect. This is a subset. The share of hits here may be higher or lower than overall.

Results follow in this order: GCN5L2 inh	DT40 TDP1 CPT	TDP1 cell noCPT
> CC(C)C(=O)Nc1nnc(S(=O)(=O)N(C)Cc2ccc(F)cc2)s1
 : -0.8%	-20.7%	-12.4%
> Cc1c(C2(c3cc(C(C)C)c(O)c(Br)c3C)OS(=O)(=O)c3ccccc32)cc(C(C)C)c(O)c1Br
 : /	-1.0%	-7.0%
> CCN(CC)S(=O)(=O)c1ccc2c(c1)N(CC(=O)N(CCc1ccncc1)C(C)C)C(=O)CO2
 : 2.4%	-20.1%	-3.4%
> CCOc1ccccc1NC(=S)N1CCN(c2nc(-c3cccc(OC)c3)cs2)CC1
 : -10.8%	-17.1%	?
> Cc1nn(CCC(N)=O)c2nc(-c3cccs3)cc(C(F)(F)F)c12
 : -6.5%	-14.5%	?
> Cc1ccc(C)c(CN2C(=O)c3ccccc3S(=O)c3ccc(C(=O)NCc4ccco4)cc32)c1 (stereo unspecified)
 : -2.5%	?	16.4µM*
> O=C(CSc1ccc(Br)cc1)NCC1(N2CCCCC2)CCCCC1
 : /	?	?
> Cc1ccc(O)c(C(=O)CC(=O)c2ccc(Cl)cc2)c1
 : 0.0%	7.31µM*	5.8µM*
> CCC1C(=O)NCCN1C(=O)c1cc(COc2cc(C)ccc2C)on1 (stereo unspecified)
 : -12.1%	?	-23.4%
> CCOC(=O)C1CCN(Cc2nnnn2CCc2ccccc2)CC1
 : -0.9%	6.0%	24.7%
> C[C@@H]1CN([C@H](C)CO)C(=O)CCCn2nncc2CO[C@H]1CN(C)Cc1ccccc1
 : /	12.1%	-18.8%
> COc1ccc(C(=O)Nc2ccccc2N2CCOCC2)cc1S(=O)(=O)N1CCCC1
 : -5.2%	?	18.4µM*
> COc1cccc(C(O)c2nccn2Cc2ccccc2)c1OC (stereo unspecified)
 : -2.2%	?	?
> CCc1ccc(S(=O)(=O)c2cn(C)c3cc(N4CCCCC4C)c(F)cc3c2=O)cc1 (stereo unspecified)
 : -0.2%	?	14.6µM*
> CC1(C)CSC(=NCCc2ccccc2)N1
 : -16.4%	2.5%	-27.1%
> COc1ccc(N2C(=O)CSC2c2ccc3c(c2)OCO3)cc1 (stereo unspecified)
 : 1.5%	1.8%	-8.1%
> Clc1ccc(C(c2nnnn2C2CCCC2)N2CCN(c3nc4ccccc4s3)CC2)cc1 (stereo unspecified)
 : /	-6.5%	-21.1%
> NS(=O)(=O)c1cccc(NC(=O)CSc2ncnc3ccccc23)c1
 : 1.5%	-23.0%	?
> O=C(CCNS(=O)(=O)c1cccc2nsnc12)NC1CCCc2ccccc21 (stereo unspecified)
 : -2.9%	3.8%	-2.1%
> COC(=O)C(=C/C=C/c1cccnc1)C(=O)OC
 : -14.4%	-12.0%	-10.6%
> O=C(Cc1ccccc1)Nc1ccc2c(c1)CCC2
 : -3.9%	0.1%	-12.6%
> CCC(C)[C@H](NC(=O)N1CC(=O)Nc2ccccc21)C(=O)N[C@@H](C(=O)O)c1ccccc1 (stereo partly specified)
 : -13.2%	-23.8%	29.0%
> O=C(Cn1cc(C(F)(F)F)ccc1=O)N/N=C/c1ccc(O)cc1
 : 8.4%	2.0%	7.4%
> O=C(Cc1nc(-c2cnccn2)no1)NNC(=O)Nc1ccccc1
 : -0.7%	9.3%	8.9%
> Cc1ccc(NC(=O)Cn2nc(C)cc2C)cc1
 : -1.1%	-15.8%	-9.6%
> CCOC(=O)C1=NNC(C(=O)c2ccc(C)cc2)C1c1ccc(C)cc1 (stereo unspecified)
 : -1.3%	?	16.4µM*
> Cc1cccc(C)c1NC(=O)CN1C(=O)N(C)Cc2ccccc21
 : -5.2%	-3.6%	2.2%
> Cn1c(-c2ccco2)nc2cc3ccccc3cc21
 : -29.7%	11.6µM*	20.6µM*
> CC1Cc2ccccc2N1C(=O)CNc1cccc(S(=O)(=O)N2CCCC2)c1 (stereo unspecified)
 : -16.1%	14.6µM*	20.6µM*
> COC(=O)C(CCSC)NC(=O)CNS(=O)(=O)c1ccc(F)cc1 (stereo unspecified)
 : -1.5%	4.4%	-3.6%
> CC(C)(C)c1cc(C(=O)N2CCN(c3ncccn3)CC2)ccn1
 : /	-15.4%	-24.5%
> Cc1ccc(CCNC(=O)c2ccc(CNS(=O)(=O)c3ccccc3)cc2)cc1
 : 2.7%	6.51µM*	5.8µM*
> Cc1cccc(NC(=S)NC(=O)/C=C/c2ccccc2)n1
 : -3.3%	-9.4%	-11.4%
> Cc1cc(CNC(=O)COc2ccc(F)cc2)c2ccccc2n1
 : 15.7%	?	20.6µM*
> CC1(C)CC(=O)C2=C(C1)Nc1ccccc1N1C(=O)c3ccccc3C21 (stereo unspecified)
 : -3.5%	3.7%	1.1%
> COCCn1c(SC(C)C(=O)NCC2CCCO2)nc2sc3c(c2c1=O)CCC3 (stereo unspecified)
 : -5.7%	-24.6%	?
> COc1ccc(CN2CCN(CCc3ccccc3)C(CCO)C2)c(Cl)c1OC (stereo unspecified)
 : 2.5%	?	?
> CC(=O)NS(=O)(=O)c1ccc(NC(=S)NC(=O)Cc2ccccc2)cc1
 : -6.6%	6.5%	-1.3%
> COc1ccccc1C(=O)N1CC(=O)Nc2ccc(F)cc2C1c1ccccc1 (stereo unspecified)
 : -17.4%	14.3%	?
> CCCOc1ccc(N2C(=O)C3C4C=CC(CC4)C3C2=O)cc1 (stereo unspecified)
 : -0.8%	-16.4%	?
> O=C(c1ccc(CS(=O)(=O)c2ccc(Br)cc2)o1)N1CCCC1
 : -10.0%	?	-23.6%
> O=C(O)c1cccc(NC(=S)NCc2ccccc2)c1
 : 1.0%	6.5%	-1.3%
> CC1(C(=O)NS(=O)(=O)C2CC2)CCCN(C(=O)c2ccco2)C1 (stereo unspecified)
 : /	?	11.6µM*
> COC(=O)c1cc(-c2ccc(Br)cc2)n[nH]1
 : 1.0%	-23.4%	-27.1%
> Cc1ccc(NC(=O)Nc2nnc(Cc3ccc([N+](=O)[O-])cc3)s2)cc1
 : -22.0%	-3.7%	-12.1%
> O=C(Nc1ncccc1O)c1ccc(Cl)c(S(=O)(=O)N2CCCC2)c1
 : /	-1.8%	-12.1%
> CNC(=O)/C(C#N)=C/c1ccc(-c2ccccc2[N+](=O)[O-])o1
 : -6.4%	6.5%	-20.0%
> NC(=O)C1CCN(C(=O)CNC(=O)c2ccccc2)CC1
 : -0.6%	4.9%	-9.8%
> CCOC(=O)C1=C(COC(=O)CCOc2ccc(OCC)cc2)NC(=O)NC1C (stereo unspecified)
 : -0.6%	-2.7%	-4.5%
> CSCCC(NC(=O)c1ccc(Cl)c([N+](=O)[O-])c1)C(=O)N1CCN(C/C=C/c2ccccc2)CC1 (stereo unspecified)
 : -3.9%	18.4µM*	?

Shown field by field: two of the compounds above.
molecule: CSCCC(NC(=O)c1ccc(Cl)c([N+](=O)[O-])c1)C(=O)N1CCN(C/C=C/c2ccccc2)CC1 (stereo unspecified)
- GCN5L2 inh: -3.9%
- DT40 TDP1 CPT: 18.4µM*
- TDP1 cell noCPT: ?
molecule: CC1(C(=O)NS(=O)(=O)C2CC2)CCCN(C(=O)c2ccco2)C1 (stereo unspecified)
- GCN5L2 inh: /
- DT40 TDP1 CPT: ?
- TDP1 cell noCPT: 11.6µM*

Following part.
Results follow in this order: GCN5L2 inh	DT40 TDP1 CPT	TDP1 cell noCPT
> Cc1ccc(C(=O)NC(=S)NNS(=O)(=O)c2ccc(C)cc2)cc1
 : 3.6%	-20.4%	5.1%
> CCc1ccccc1NC(=O)Nc1ccc(F)cc1
 : -11.8%	?	-27.2%
> CCOc1ccccc1NC(=O)CNC(=O)c1nn(-c2ccc(OC)c(OC)c2)c(=O)c2ccccc12
 : -6.2%	?	9.2µM*
> CNC(=O)c1c(NC(=O)c2ccco2)sc(C)c1C
 : -13.1%	8.6%	-10.8%
> O=C(NCc1cccc(F)c1)c1ccc(N2C(=O)Cn3c(cc4sccc43)C2=O)cc1
 : 1.5%	3.7%	-14.9%
> Cn1ncc(SCc2ccccc2)c(Cl)c1=O
 : -2.1%	9.2µM*	10.3µM*
> COc1cc2c(NC3CCN(C)CC3)nc(N3CCCN(C)CC3)nc2cc1OCCOCCN(C)C
 : /	?	-29.4%
> COc1ccc(Cl)cc1NC(=O)CN(C)C(=O)C1COc2ccccc2O1 (stereo unspecified)
 : -2.2%	-16.2%	-24.2%
> O=C(CN1CCNCC1)NC1CCCCC1
 : 1.4%	-26.9%	-20.2%
> COC(=O)c1ccc(COc2ccc(C=O)cc2)o1
 : 3.4%	11.1%	2.7%
> CCOC(=O)N1CCN(Cc2c(F)cccc2Cl)CC1
 : 1.7%	?	-17.3%
> O=C(CCc1ccccc1)N/N=C/c1cccc([N+](=O)[O-])c1
 : -7.8%	-9.5%	-2.0%
> O=C(NCCCn1cccn1)C1CCC(=O)N(CCc2ccccc2)C1 (stereo unspecified)
 : -6.2%	-1.8%	22.0%
> O=C(NCCN1CCCCC1)c1ccc(Cn2c(SCc3ccc(F)cc3)nc3cccnc32)cc1
 : -2.4%	?	?
> O=C(NCCCN1CCOCC1)c1cccc(NS(=O)(=O)c2ccc(Br)cc2)c1
 : 0.7%	-2.7%	7.9%
> CC1CCCC(NC(=O)COC(=O)/C=C/c2ccc(F)cc2)C1C (stereo unspecified)
 : -1.0%	-12.1%	-14.1%
> N#CC1(Nc2ccccc2)C(=O)Nc2ccccc21 (stereo unspecified)
 : -0.8%	-8.3%	-8.1%
> O=C(O)CCCCCNc1nc(-c2ccccc2)nc2ccccc12
 : -1.5%	-22.5%	-5.0%
> CN(C)CC1C2CCC(C2)C1O (stereo unspecified)
 : /	-3.3%	?
> CC(C)(C)C1CCc2c(sc(NC(=O)c3cc4ccccc4c(=O)o3)c2C(N)=O)C1 (stereo unspecified)
 : 1.7%	-10.2%	-28.8%
> CC(C)(C)C(C(=O)n1cccc1C#N)c1ccccc1 (stereo unspecified)
 : -13.8%	?	-16.2%
> Cc1ccc(NC(=O)CSc2nc3nccnc3c(=O)n2CCc2c[nH]c3ccccc23)cc1C
 : -0.4%	13µM*	11.6µM*
> Cc1ccc(C(C(=O)NC2CCCC2)N(C(=O)CCC(=O)Nc2cc(C)on2)c2ccccc2)cc1 (stereo unspecified)
 : 3.2%	?	-21.1%
> CCN1CCN(CCOCCOc2ccccc2)CC1
 : 5.2%	-0.9%	?
> CCCCOC(=O)c1ccc(NC(=O)Cc2coc3c(C)c(C)ccc23)cc1
 : -8.8%	?	?
> Cc1ccc(C)c(NS(=O)(=O)c2ccc(OCC(=O)N3CCCC3)cc2)c1
 : 1.6%	-16.3%	-5.8%
> Cc1ccc(NC(=O)COC(=O)C2=NNC(=O)CC2)c(Br)c1
 : -3.1%	-9.5%	10.4%
> CCOc1ccc(-c2cc(CCCC(=O)NCCC(C)C)no2)cc1
 : -3.4%	-22.4%	?
> CCOC(=O)[C@H](C)N1[C@H](C)[C@H](c2ccccc2)Oc2ccc(Cl)cc2S1(=O)=O
 : /	?	?
> O=C(CN(Cc1ccccc1Cl)C(=O)CN1C(=O)CSc2ccccc21)NC1CC1
 : 3.0%	-0.4%	?
> CC1=CS/C(=C(/C#N)C(=O)N2CCOCC2)N1c1ccccc1
 : -6.8%	-7.9%	-22.8%
> COc1cc2c(cc1OC)C(C(=O)NC(C)c1ccccc1)CC(=O)N2 (stereo unspecified)
 : -4.1%	1.4%	9.7%
> COc1ccc(C(CC(=O)c2ccccc2)CC(=O)c2ccccc2)cc1
 : -9.3%	?	?
> COc1ccccc1C(O)(C(=O)NN(C(=O)c1ccccc1)c1ccccc1C)c1cccs1 (stereo unspecified)
 : -4.3%	1.1%	-12.8%
> COc1ccccc1C(=O)C1CCCN(C(=O)c2cccnc2SC)C1 (stereo unspecified)
 : 10.2%	?	?
> CCN(c1ccccc1)S(=O)(=O)c1ccc(C(=O)N(CCCN(C)C)c2nc3c(C)cccc3s2)cc1
 : -3.5%	?	?
> CCc1ccc(CN2CCN(c3ncccn3)CC2)cc1
 : -1.8%	-22.8%	?
> N#C/C(=C(/O)COC(=O)c1cccnc1Cl)c1nc2ccccc2[nH]1
 : -4.6%	18.4µM*	23.1µM*
> O=C(Cn1cc(C(=O)C2CC2)c2ccccc21)NCc1ccccc1
 : -4.3%	-11.4%	?
> C=CCNc1nc(Cl)nc(NC2CCCCC2)n1
 : -21.4%	6.7%	4.6%
> Cc1cc(C)cc(NC(=O)CSc2nc3ccccc3nc2N2CCCC2)c1
 : ?	?	?
